# Screening data as filed in PubChem BioAssay.
# ssDAF-12 act – activates DAF-12 receptor from parasite S. stercoralis. HEK293 ssDAF-12/GRIP1 lit1-tk-luc reporter, luminescence; % of 3 µM dafachronic acid response. activation, % at 6.8 µM. 370,000 compounds, 1% hits. AID 652126;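 active = activation above the mean over all tested compounds plus 3 SD, cut at about 0.9% in these data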;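 note: 0% = DMSO-only wells and 100% = 3 µM delta7-dafachronic acid wells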
# hgDAF12 agonist – hgDAF-12 agonism, primary luciferase screen. HEK293 GAL4-hgDAF12 UAS-luciferase reporter, agonist luminescence; normalized to butyrate control. activation, % at 6.8 µM. 370,000 compounds, 1.8% hits. AID 687014;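 active = activation above a cutoff set at the mean of all screened compounds plus 3 SD, cut at about 10% in these data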;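 note: 0% = DMSO wells and 100% = sodium butyrate wells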
# GC-A act – GC-A (human) enzyme activation | HEK293 GC-A cells, cGMP TR-FRET, EC30 ANP; 0% at EC30 ANP, 100% saturating ANP | activation, % at 10 µM | AID 1671463 | 370,000 compounds, 0.14% hits; in the data active = activation above about 40%
# GAA850 FXN act – activators of GAA850 frataxin (FXN) promoter; HEK293 lucGAA850 FXN promoter luciferase reporter, 24 h; percent of 10 µM SAHA response; activation, % at 6 µM; 360,000 compounds, 0.56% hits;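 active = activation above the average of all compounds screened plus 3 SD, cutoff fixed separately per campaign, cut at about 7.5% in these data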;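 note: 0% = DMSO wells and 100% = 10 µM SAHA wells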
# hcDAF12 agonist – H. contortus DAF-12 activation, primary screen. activation, % at 6.8 µM. 370,000 compounds, 1.4% hits. HEK293 hcDAF-12 lit1-tk-luc reporter, luminescence; 0% DMSO, 100% Δ7-dafachronic acid. AID 652067;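 active = activation above the mean of all tested compounds plus 3 SD, cut at about 5.5% in these data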;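 note: 100% = response to 3 µM Δ7-dafachronic acid high control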
# GC-B act – GC-B (human) receptor activation; P20594; HEK293-GC-B cells, CNP EC30, cGMP TR-FRET; 0% at EC30 CNP, 100% saturating CNP; activation, % at 10 µM; 370,000 compounds, 0.11% hits;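 active = activation at 10 µM reaching about 35% in either raw or pattern-adjusted values, limit read from the data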
# proKLK7 act – activators of human kallikrein-7 zymogen; P49862; purified proKLK7, EDANS-DABCYL substrate fluorescence; 100% is mature enzyme control, 0% vehicle; activation, % at 7 µM; 370,000 compounds, 0.9% hits; AID 652039;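 active = activation above the mean of all tested compounds plus 3 SD, computed per campaign excluding outliers beyond control limits, cut at about 13% in these data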
# Target sequence (P49862 whole entry, looked up): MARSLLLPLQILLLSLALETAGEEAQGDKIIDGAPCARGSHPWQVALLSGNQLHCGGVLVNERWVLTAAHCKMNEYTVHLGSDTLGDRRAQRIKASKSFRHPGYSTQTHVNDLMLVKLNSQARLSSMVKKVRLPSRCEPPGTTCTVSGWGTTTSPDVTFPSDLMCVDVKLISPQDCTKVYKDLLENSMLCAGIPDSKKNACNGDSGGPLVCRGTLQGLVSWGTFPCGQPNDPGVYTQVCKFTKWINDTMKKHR
# DAX1 inh-1 – blocks DAX1 repression of SF-1 activated StAR promoter; HEK293T StAR-luciferase reporter, SF-1/DAX-1 repression relief; inhibition, % at 6.8 µM; 370,000 compounds, 1.1% hits; AID 652010;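 active = inhibition above the mean over all tested compounds plus 3 SD, cut at about 3.6% in these data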;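 note: 0% = DAX-1 cells with DMSO and 100% = cells lacking DAX-1 with DMSO; higher inhibition means more luminescence from relief of DAX-1 repression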
# sPLA2-III inh – Inhibits HGIII-sPLA2 liposome hydrolysis, primary screen. Q9NZ20. QFRET BODIPY PC-A2 liposome hydrolysis, fluorescence. inhibition, % at 12.2 µM. 370,000 compounds, 0.56% hits. AID 743126;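 active = inhibition above mean plus 3 SD of compounds lying within the high and low control bounds, cut at about 19% in these data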;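 note: 0% = median of test compound wells and 100% = no enzyme DMSO wells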
# Target sequence (Q9NZ20 whole entry, looked up): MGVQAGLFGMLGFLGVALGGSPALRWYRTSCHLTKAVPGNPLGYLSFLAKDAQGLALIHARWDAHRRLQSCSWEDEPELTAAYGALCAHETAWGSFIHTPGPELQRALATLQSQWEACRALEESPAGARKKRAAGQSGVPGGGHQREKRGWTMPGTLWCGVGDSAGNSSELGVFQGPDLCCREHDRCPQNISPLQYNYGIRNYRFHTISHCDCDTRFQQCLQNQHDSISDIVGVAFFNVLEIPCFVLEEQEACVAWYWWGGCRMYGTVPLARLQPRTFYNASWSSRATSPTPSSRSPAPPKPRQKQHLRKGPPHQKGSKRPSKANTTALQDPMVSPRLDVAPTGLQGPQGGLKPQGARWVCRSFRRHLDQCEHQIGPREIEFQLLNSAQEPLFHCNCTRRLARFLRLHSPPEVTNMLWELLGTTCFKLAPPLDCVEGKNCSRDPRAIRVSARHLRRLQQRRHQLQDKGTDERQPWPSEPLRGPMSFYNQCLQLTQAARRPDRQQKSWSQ
# SMARCA2 act – increases SMARCA2 function in MMTV reporter cells; 370,000 compounds, 1% hits; AID 652017; activation, % at 9.1 µM; MG213 cells, MMTV-luciferase reporter, dexamethasone, overnight; in the data active = activation above about 7.8%;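 note: 0% = vehicle wells and 100% = reference activator wells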
# DAX1 inh-2 – inhibitors of human orphan nuclear receptor DAX1 (NR0B1); AID 504766; inhibition, % at 6.75 µM; 340,000 compounds, 0.99% hits; P51843; HEK293 Gal4-DAX1 luciferase reporter, luminescence;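 active = inhibition above the mean over all tested compounds plus 3 SD, cut at about 4.2% in these data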;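 note: 0% = DAX1-transfected cells with DMSO and 100% = empty-vector control cells with DMSO; inhibition shows as a rise in luminescence from relieved DAX1 repression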
# Target sequence (P51843 207-470 limits assumed): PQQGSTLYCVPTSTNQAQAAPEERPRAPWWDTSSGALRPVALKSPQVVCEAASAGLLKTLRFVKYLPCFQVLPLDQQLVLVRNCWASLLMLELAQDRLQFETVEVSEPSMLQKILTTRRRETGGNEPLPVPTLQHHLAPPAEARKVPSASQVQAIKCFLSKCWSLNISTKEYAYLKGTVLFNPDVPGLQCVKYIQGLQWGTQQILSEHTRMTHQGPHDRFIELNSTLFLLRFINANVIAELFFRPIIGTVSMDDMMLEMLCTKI
# Active calls of the source: *; . = no result given.
# Results follow in this order: ssDAF-12 act | hgDAF12 agonist | GC-A act | GAA850 FXN act | hcDAF12 agonist | GC-B act | proKLK7 act | DAX1 inh-1 | sPLA2-III inh | SMARCA2 act | DAX1 inh-2
> O=C(NCC1CCCO1)c1ccc(CS(=O)(=O)c2ccc(Cl)cc2)o1 (stereo not given)
 : -0.8 | 2.4 | -0.4 | -1.8 | -0.7 | 14.9 | 0.3 | -0.6 | 7.2 | -0.7 | -0.5
> CCCCCCOc1ccc(/C=c2\s/c(=C(/C#N)C(=O)NCc3ccco3)n(-c3ccccc3)c2=O)cc1
 : -1.1 | -3.6 | 4.3 | 3.1 | -1.6 | 1.9 | -0.5 | -0.2 | 10.3 | -4.1 | -1.4
> Fc1ccc(Cn2nnnc2C(c2cccs2)N2CCN(C3CCCCC3)CC2)cc1 (stereo not given)
 : -1.6 | 0.4 | -2.8 | -6.2 | -0.4 | -8.4 | -0.1 | 0.7 | -9.6 | 3.6 | 0.9
> CCOc1ccccc1C1CC(=O)Nc2cc3c(cc21)OCCO3 (stereo not given)
 : -1.8 | 0.3 | -7.5 | -0.7 | -1.2 | -5.6 | 0.0 | -1.7 | -0.5 | -3.8 | -2.5
> CCCn1c(=O)c2c(nc3n2CCCN3CCc2ccccc2)n(C)c1=O
 : -1.5 | -3.4 | 10.1 | 2.3 | -2.1 | 13.1 | 0.5 | -0.7 | 7.3 | -2.5 | -0.6
> O=c1c(N2CCCCC2)coc2ccccc12
 : -0.5 | -0.9 | 1.7 | 0.6 | -0.5 | 3.1 | 0.2 | -0.5 | 2.1 | -3.1 | 2.2
> O=C(Nc1c(-c2ccccc2)[nH][nH]c1=O)c1cccs1
 : -0.9 | -1.8 | -3.5 | . | 0.2 | -6.1 | -0.2 | -0.4 | 1.1 | 4.5 | .
> Cc1cc(SCC(=O)NC2CCCCC2)nc2ccccc12
 : -1.2 | 0.4 | 5.0 | -1.7 | 0.2 | 3.5 | 0.6 | 0.2 | -9.5 | -3.0 | 1.7
> O=C(CSc1nncs1)N1CCN(C(=O)c2ccco2)CC1
 : -1.5 | -3.5 | 3.9 | 1.0 | -1.5 | 5.4 | -0.7 | -0.7 | 9.4 | -2.1 | 0.7
> O=C(Nc1ccc(F)cc1F)c1ccccc1NC(=O)C1CC=CCC1C(=O)O (stereo not given)
 : -0.8 | 2.2 | -3.4 | 1.9 | -0.3 | -7.9 | -1.4 | 2.1 | 6.6 | 0.5 | 0.8
> COc1ccc(C)cc1NC(=S)N1CCN(S(C)(=O)=O)CC1
 : -0.8 | 0.6 | 2.0 | -0.5 | -2.3 | -2.8 | 0.4 | -0.2 | 0.0 | -1.3 | 0.3
> CCCOc1ccc(-c2c(C(=O)N/N=C(\C)c3cccnc3)nnn2-c2nonc2N)cc1
 : -1.3 | 4.8 | -0.8 | 1.8 | 0.4 | 0.5 | -0.8 | 0.1 | -21.3 | -1.3 | 0.1
> Cc1cccc(NC(=O)COc2cccc3c2CCNC3=O)c1
 : -1.0 | -5.9 | -3.5 | -2.1 | -0.3 | -5.4 | 0.2 | -1.5 | 1.2 | -1.6 | 2.9
> COc1ccc(CN2CCN(C(=O)CN3C(=O)C4C5C=CC(C5)C4C3=O)CC2)c(OC)c1OC (stereo not given)
 : -1.7 | -0.6 | -3.2 | -1.8 | -2.7 | 2.1 | -0.8 | -1.9 | 4.4 | -5.5 | -1.1
> COc1ccc(S(=O)(=O)N2CCC(C(=O)NCc3ccc(C)cc3)CC2)cc1
 : -1.4 | 1.5 | 0.3 | -0.1 | -0.6 | 2.8 | 0.7 | -0.4 | -6.2 | -2.5 | -0.4

# One compound at a time (already shown). Order of screens: ssDAF-12 act, hgDAF12 agonist, GC-A act, GAA850 FXN act, hcDAF12 agonist, GC-B act, proKLK7 act, DAX1 inh-1, sPLA2-III inh, SMARCA2 act, DAX1 inh-2
# Listed for O=C(CSc1nncs1)N1CCN(C(=O)c2ccco2)CC1 : -1.5, -3.5, 3.9, 1.0, -1.5, 5.4, -0.7, -0.7, 9.4, -2.1, 0.7
# Listed for Fc1ccc(Cn2nnnc2C(c2cccs2)N2CCN(C3CCCCC3)CC2)cc1 (stereo not given) : -1.6, 0.4, -2.8, -6.2, -0.4, -8.4, -0.1, 0.7, -9.6, 3.6, 0.9

# Back to the main list; the six compounds before the break are reprinted first.
# Results follow in this order: ssDAF-12 act | hgDAF12 agonist | GC-A act | GAA850 FXN act | hcDAF12 agonist | GC-B act | proKLK7 act | DAX1 inh-1 | sPLA2-III inh | SMARCA2 act | DAX1 inh-2
> O=C(Nc1ccc(F)cc1F)c1ccccc1NC(=O)C1CC=CCC1C(=O)O (stereo not given)
 : -0.8 | 2.2 | -3.4 | 1.9 | -0.3 | -7.9 | -1.4 | 2.1 | 6.6 | 0.5 | 0.8
> COc1ccc(C)cc1NC(=S)N1CCN(S(C)(=O)=O)CC1
 : -0.8 | 0.6 | 2.0 | -0.5 | -2.3 | -2.8 | 0.4 | -0.2 | 0.0 | -1.3 | 0.3
> CCCOc1ccc(-c2c(C(=O)N/N=C(\C)c3cccnc3)nnn2-c2nonc2N)cc1
 : -1.3 | 4.8 | -0.8 | 1.8 | 0.4 | 0.5 | -0.8 | 0.1 | -21.3 | -1.3 | 0.1
> Cc1cccc(NC(=O)COc2cccc3c2CCNC3=O)c1
 : -1.0 | -5.9 | -3.5 | -2.1 | -0.3 | -5.4 | 0.2 | -1.5 | 1.2 | -1.6 | 2.9
> COc1ccc(CN2CCN(C(=O)CN3C(=O)C4C5C=CC(C5)C4C3=O)CC2)c(OC)c1OC (stereo not given)
 : -1.7 | -0.6 | -3.2 | -1.8 | -2.7 | 2.1 | -0.8 | -1.9 | 4.4 | -5.5 | -1.1
> COc1ccc(S(=O)(=O)N2CCC(C(=O)NCc3ccc(C)cc3)CC2)cc1
 : -1.4 | 1.5 | 0.3 | -0.1 | -0.6 | 2.8 | 0.7 | -0.4 | -6.2 | -2.5 | -0.4
> CC(NC(N)=O)C(=O)OCc1ccc(Cl)cc1Cl (stereo not given)
 : -0.7 | 1.9 | 2.9 | 0.2 | 0.0 | 5.8 | 0.1 | -0.8 | 0.8 | -3.5 | 0.1
> O=C(NN=Cc1ccc2c(c1)OCO2)NN=Cc1ccc2c(c1)OCO2
 : -0.9 | 1.9 | -3.5 | 3.2 | 1.9 | 5.8 | 0.6 | 0.9 | -3.8 | 0.1 | 0.7
> O=C1CCCc2c1cnc1ncnn21
 : -0.8 | 0.7 | 1.4 | 0.8 | -0.8 | -7.1 | -0.6 | 0.2 | 0.5 | -0.2 | -2.0
> COC(=O)c1cccc2c1NC(=O)C2=O
 : -0.9 | -0.1 | -7.6 | 2.5 | 0.9 | -5.4 | 0.7 | -0.3 | -2.1 | -2.5 | 8.0*
> CC(C)(O)C#Cc1ccc(C(=O)N2CCCC(CNS(=O)(=O)c3cccs3)C2)o1 (stereo not given)
 : -1.1 | 1.7 | -0.1 | 0.3 | -0.9 | 4.3 | 0.0 | 0.8 | -1.0 | -1.8 | 0.3
> O=C(CCC(=O)N1CCN(c2ccccc2F)CC1)N1CCN(c2ccccc2)CC1
 : -1.1 | -2.4 | 0.1 | 2.4 | -2.2 | -2.3 | 0.2 | -0.2 | 0.4 | -2.1 | -2.1
> NC(=O)c1ccc(N2CCN(c3ccccc3F)CC2)c([N+](=O)[O-])c1
 : -1.8 | -3.5 | -2.6 | -1.9 | -1.9 | 0.3 | -0.1 | -0.4 | 1.7 | -4.9 | -0.8
> COc1ccc(NC(=O)CSc2nncc3ccccc23)cc1
 : -0.6 | -2.5 | -3.2 | -3.5 | -0.3 | -2.4 | 0.3 | -0.4 | 0.9 | -2.1 | 0.1
> CC(C)COc1ccc(C(=O)NC(CC(C)C)C(=O)O)cc1 (stereo not given)
 : -1.0 | 0.1 | 1.2 | -0.9 | -1.4 | 2.2 | -0.7 | -0.6 | 4.9 | -0.4 | 0.1
> Nc1ccc(Nc2ccncc2)cc1
 : -0.4 | 3.2 | -4.9 | -0.1 | -1.7 | -3.7 | -0.2 | -0.6 | -5.3 | 4.9 | -0.3
> Cc1nc2nc3c(cn2n1)C(=O)CC(C)(C)C3
 : -1.0 | -1.6 | -1.1 | -0.7 | -1.4 | 2.6 | 0.3 | 0.2 | -4.2 | -2.0 | -0.3
> COc1cc(CC(=O)N2CCN(S(=O)(=O)c3ccc(C(C)C)cc3)CC2)cc(OC)c1OC
 : -1.1 | -1.2 | -2.7 | -3.7 | -1.5 | -6.9 | -0.9 | -0.1 | -8.4 | -4.5 | 1.2
> CC(C)C(NS(=O)(=O)c1cccc2nsnc12)C(=O)Nc1nccs1 (stereo not given)
 : -1.0 | -2.6 | 1.8 | 3.5 | -1.1 | 0.8 | 0.7 | -0.2 | -2.5 | 0.4 | 1.4
> COc1ccc(-c2nnc(N)s2)cc1
 : -1.1 | 7.3 | 5.4 | 4.5 | 0.7 | -3.0 | -0.1 | 0.0 | 9.4 | 5.5 | 1.4
> C[C@@H]1CN([C@@H](C)CO)C(=O)CCCn2nncc2CO[C@@H]1CN(C)C(=O)c1cc(-c2ccccc2)on1
 : -0.7 | 2.4 | 3.5 | -2.3 | -1.2 | 3.5 | -1.0 | -1.3 | 10.3 | -3.7 | 1.3
> Cc1ccc(C(=O)CN(CCCC(N)=O)C(=O)c2ccncc2)cc1
 : -0.8 | 1.5 | 0.4 | -0.3 | -1.3 | 0.7 | 0.6 | 0.5 | 8.7 | 2.2 | 2.5
> CCCN(Cc1nnc(-c2cccs2)o1)C(=O)CN1C(=O)NC2(CCCCC2C)C1=O (stereo not given)
 : -0.5 | -2.1 | 3.9 | 1.1 | -1.5 | -2.3 | -0.3 | 0.6 | 8.3 | -2.7 | 0.3
> COc1ccc(C2=Nc3ccc(C)cc3C(c3ccccc3)N2CC(=O)NN)cc1 (stereo not given)
 : -0.6 | -0.4 | -20.5 | -1.8 | -0.5 | -14.2 | -0.3 | -0.1 | -3.7 | 0.0 | -0.5
> Cn1nnnc1SCC(=O)N1CCN(c2cccc(Cl)c2)CC1
 : -1.4 | 0.7 | -0.9 | -1.1 | -1.6 | 0.1 | -0.4 | -0.3 | 2.7 | -2.2 | -1.6
> O=C(Nc1ccc(Br)c(C(F)(F)F)c1)[C@@H]1CC=C[C@@H]2CCN(CC3CC3)C(=O)[C@@H]21
 : -1.7 | -0.9 | -1.6 | . | -1.7 | -2.0 | . | . | 2.8 | . | .
> C=C(C)Cn1c(CCNC(=O)CCC)nc2ccccc21
 : -0.8 | 0.3 | -0.1 | 4.8 | -2.5 | 2.6 | -0.1 | -0.4 | 0.4 | 1.3 | 0.1
> COc1ccc(/C=N/N=C2\SC(CC(=O)O)C(=O)N2c2ccccc2)cc1 (stereo not given)
 : -0.2 | 2.5 | 0.9 | 4.6 | -0.1 | 4.3 | -0.1 | -0.4 | -2.8 | 2.4 | -0.1
